# Screens (PubChem BioAssay)
# C diff growth: C. difficile growth inhibition; growth activity, negative = inhibition, % at 16 µg/mL (by protocol); 86,000 tested, 0.25% active; AID 1259249; Clostridium difficile clinical isolate growth, OD600, 24 h; hits give low values;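 active means mean growth activity at or below -80% and every replicate also at or below -80%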;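 further: 0% = DMSO wells and -100% = levofloxacin 16 µg/mL wells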
# T cruzi growth: blocks T. cruzi growth in NIH3T3 culture; inhibition, % at 8.34 µM; T. cruzi beta-gal in NIH3T3, GalScreen luminescence, 90 h; 77,000 tested, 5.9% active; AID 624255;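 active means mean inhibition above about 93%, with at least 55% of replicates each passing it, limit read from the data, passing the limit was not always enough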
# Pf Dd2 growth: inhibitors of Plasmodium falciparum Dd2 growth | 94,000 tested, 2.3% active | activity change, % at 10 µM | P. falciparum Dd2 growth, SYBR Green, 72 h; hits give low values | AID 1159554; in the data active means activity change below about -80%
# KDM4C inh: inhibitors of human demethylase GASC-1 KDM4C; Q9H3R0; GST-KDM4C 2-372, H3K9me3 peptide, LANCE TR-FRET; inhibition, % at 12.5 µM; 96,000 tested, 0.15% active;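 active means mean replicate inhibition above about 25%, with at least 55% of replicates also reaching it, limit read from the data, passing the limit was not always enough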
# Target sequence (Q9H3R0 2-372 limits assumed): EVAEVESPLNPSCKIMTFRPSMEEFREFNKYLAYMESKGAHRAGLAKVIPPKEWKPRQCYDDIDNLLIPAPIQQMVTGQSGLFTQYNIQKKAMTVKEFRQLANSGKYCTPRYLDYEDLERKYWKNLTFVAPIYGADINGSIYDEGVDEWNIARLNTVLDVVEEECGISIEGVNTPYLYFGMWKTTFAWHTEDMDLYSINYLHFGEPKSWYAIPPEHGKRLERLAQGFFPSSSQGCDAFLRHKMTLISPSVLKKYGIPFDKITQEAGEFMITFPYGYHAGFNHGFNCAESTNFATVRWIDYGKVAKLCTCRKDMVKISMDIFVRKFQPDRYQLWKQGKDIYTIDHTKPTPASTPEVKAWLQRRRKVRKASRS
#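 Material: GST-tagged GASC-1 (JMJD2C) catalytic fragment, aa 2-372 / Quantity: enzyme final amount 10 nM / Medium: HEPES buffer, pH 7.5, plus ascorbate / Doses: one test concentration per compound / Incubation: 30 min reaction, 60 min detection, RT / Measured by: LANCE TR-FRET / Read-out: inhibition from TR-FRET ratio decrease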
# An asterisk follows results filed as active; / = no result given; & = joins results of further samples.
[1] C[C@@H]1CN([C@H](C)CO)C(=O)c2cc(/C=C/c3ccccc3)cnc2O[C@@H]1CN(C)C(=O)C1CCOCC1
[2] COc1ccc(CN(C)C[C@@H]2Oc3c(NC(=O)C4CCOCC4)cccc3C(=O)N([C@@H](C)CO)C[C@H]2C)cc1
[3] C[C@@H]1CCCCO[C@H](CN(C)S(=O)(=O)c2cn(C)cn2)[C@@H](C)CN([C@@H](C)CO)C(=O)c2cc(NC(=O)CCC(F)(F)F)ccc2O1
[4] O=C(NCC1CCCCC1)[C@@H]1[C@@H](CO)[C@@H]2Cn3c(cccc3=O)[C@@H]2N1C(=O)CC1CC1
[5] CC(C)NC(=O)Nc1ccc2c(c1)CC(=O)N([C@H](C)CO)C[C@@H](C)[C@@H](CN(C)C(=O)NC(C)C)O2
[6] CCCC#Cc1ccc([C@@H]2[C@H]3CN(S(=O)(=O)CC)CCCCN3[C@H]2CO)cc1
[7] Cc1noc(C)c1NC(=O)N(C)C[C@H]1Oc2ccc(NS(=O)(=O)c3ccc(F)cc3)cc2CC(=O)N([C@@H](C)CO)C[C@H]1C
[8] COCC(=O)N1[C@@H]2CN(C(=O)c3cccc(OC)c3)c3ccccc3[C@@H]2[C@@H]1CO

assay / entry,1,2,3,4,5,6,7,8
C diff growth,1,2,3,0,1,-8,1,-2
T cruzi growth,65,11,28,47,0,17,11,5
Pf Dd2 growth,17,8,46,/,21,6,2,-5
KDM4C inh,-0.7,1.9,1.2,1.1,0.0,0.5,11,0.3

# Shown with tabs: entries from further up.
no.	SMILES	C diff growth	T cruzi growth	Pf Dd2 growth	KDM4C inh
1	C[C@@H]1CN([C@H](C)CO)C(=O)c2cc(/C=C/c3ccccc3)cnc2O[C@@H]1CN(C)C(=O)C1CCOCC1	1	65	17	-0.7
2	COc1ccc(CN(C)C[C@@H]2Oc3c(NC(=O)C4CCOCC4)cccc3C(=O)N([C@@H](C)CO)C[C@H]2C)cc1	2	11	8	1.9

# Later entries.
[9] COc1ccc(S(=O)(=O)Nc2ccc3c(c2)C(=O)N([C@H](C)CO)C[C@@H](C)[C@H](CN(C)Cc2ccc(C(F)(F)F)cc2)O3)cc1
[10] C[C@H](CO)N1C[C@H](C)[C@H](CN(C)C(=O)Nc2ccc(C(F)(F)F)cc2)Oc2ccc(NC(=O)Cn3cnnn3)cc2CC1=O
[11] COc1ccc2c3c([nH]c2c1)[C@H](CO)N(C(=O)c1cccnc1)CC31CN(Cc2ccccc2)C1
[12] N#C[C@@H]1[C@@H](c2ccccc2-c2ccccc2F)[C@H](CO)N1C(=O)Cc1ccccc1
[13] COc1ccc(S(=O)(=O)Nc2ccc3c(c2)C(=O)N([C@H](C)CO)C[C@@H](C)[C@H](CN(C)Cc2ccncc2)O3)cc1
[14] CN1C(=O)c2cc(NC(=O)C3CCOCC3)ccc2OC[C@H]2O[C@@H](CC(=O)NCc3ccc4c(c3)OCO4)CC[C@H]21
[15] CO[C@H]1CN(C)C(=O)c2ccc(NS(=O)(=O)c3ccc(Cl)cc3)cc2OC[C@@H](C)N(C)C[C@H]1C
[16] COc1ccc(CN(C)C[C@@H]2OCCCC[C@@H](C)Oc3ccc(NS(=O)(=O)c4ccc(C)cc4)cc3C(=O)N([C@H](C)CO)C[C@H]2C)cc1

assay / entry,9,10,11,12,13,14,15,16
C diff growth,0,4,-20,-9,5,-2,/,/
T cruzi growth,48,43,/,/,/,-46,-7,/
Pf Dd2 growth,-18,6,14,13,2,/,2,-61
KDM4C inh,1.4,-1.8,2.1,0.2,-0.3,6.5,0.4,-1.9

[17] O=C1CN(S(=O)(=O)c2cccc(F)c2)C[C@@H]2[C@H](c3ccc(-c4ccccc4)cc3)[C@H](CO)N12
[18] COc1ccccc1-c1ccc2n(c1=O)C[C@H]1[C@H](CO)[C@@H](C(=O)Nc3nccs3)N(C)[C@@H]21
[19] COc1ccccc1-c1ccc2c(c1)O[C@@H](CN(C)CC1CCCC1)[C@H](C)CN([C@@H](C)CO)S2(=O)=O
[20] CS(=O)(=O)N1CC(=O)N2[C@H](CO)[C@H](c3ccc(C#Cc4ccc(F)cc4)cc3)[C@@H]2C1
[21] O=C(C[C@H]1C=C[C@H](NC(=O)Nc2ccc(C(F)(F)F)cc2)[C@H](CO)O1)NCc1ccccn1
[22] CCS(=O)(=O)N1CCCCN2[C@H](CO)[C@H](c3ccc(C#Cc4ccccc4OC)cc3)[C@H]2C1
[23] O=C(Nc1ccc2c(c1)[C@@H]1C[C@H](CC(=O)N3CCOCC3)O[C@@H](CO)[C@@H]1O2)C1CCC1
[24] COc1ccc(S(=O)(=O)N(C)C[C@@H]2OCCCC[C@H](C)Oc3ccc(NS(=O)(=O)c4c(C)noc4C)cc3C(=O)N([C@H](C)CO)C[C@H]2C)cc1

assay / entry,17,18,19,20,21,22,23,24
C diff growth,2,-1,14,-5,-5,14,0,-2
T cruzi growth,/,/,126*,/,45,-1,11,69
Pf Dd2 growth,1,21,-62,-38,-10,-22,16,-73
KDM4C inh,0.2,2.1,-1.8,-1.1,-0.2,0.1,-1.9,-2.2

[25] CCCNC(=O)N1[C@H](CO)[C@@H](c2ccc(C3=CCCC3)cc2)[C@@H]1CNC(C)=O
[26] COc1cccc(NC(=O)N(C)C[C@@H]2OCc3cnnn3CCCC(=O)N([C@@H](C)CO)C[C@@H]2C)c1
[27] COc1ccccc1S(=O)(=O)N(C)C[C@@H]1OCc2ccccc2-c2ccccc2C(=O)N([C@H](C)CO)C[C@@H]1C
[28] C[C@@H]1CN([C@@H](C)CO)C(=O)Cc2cc(NS(=O)(=O)c3ccc(F)cc3)ccc2O[C@H]1CN(C)Cc1ccc(-c2ccccc2)cc1
[29] COc1ccccc1C(=O)Nc1ccc2c(c1)OC[C@@H](C)N(CC1CC1)C[C@@H](C)[C@H](OC)CN(C)C2=O
[30] O=C(Cc1ccccc1)N1CC[C@H]2[C@H](CO)Nc3ccc(-c4cccc(F)c4)cc3[C@H]21
[31] C[C@@H]1CN([C@@H](C)CO)C(=O)c2cc(NC(=O)Nc3ccc(F)cc3)ccc2O[C@@H]1CN(C)C(=O)Nc1ccc(F)cc1
[32] Cc1ccc(S(=O)(=O)N[C@H]2C=C[C@@H](CC(=O)NCc3ccc(Cl)c(Cl)c3)O[C@@H]2CO)cc1

assay / entry,25,26,27,28,29,30,31,32
C diff growth,-3,/,1,/,/,10,11,-2
T cruzi growth,-20,11,14,41,35,89,4,-2
Pf Dd2 growth,-9,0,-47,-51,/,11,-2,-10
KDM4C inh,3.2,1.2,1.1,-4.1,1.0,0.5,-1.5,-1.4

[33] O=C(NC1CCCC1)N1CC2(C1)[C@H](c1ccccc1)[C@H](CO)N2CC1CC1
[34] O=C(c1cccnc1)N1CC(=O)N2[C@@H](CO)[C@@H](c3ccc(-c4cccnc4)cc3)[C@@H]2C1
[35] CCN1[C@@H]2Cn3c(ccc(C4=CCCCC4)c3=O)[C@H]1[C@@H](C(=O)NCCOC)[C@@H]2CO
[36] CCS(=O)(=O)Nc1ccc2c(c1)C(=O)N(C)C[C@@H](OC)[C@@H](C)CN(C(=O)NC(C)C)[C@H](C)CO2
[37] Cc1noc(C)c1NC(=O)N(C)C[C@@H]1Oc2ccc(NC(=O)Nc3ccc(C(F)(F)F)cc3)cc2C(=O)N([C@@H](C)CO)C[C@H]1C
[38] CO[C@@H](CN(C)S(=O)(=O)c1ccc(C)cc1)[C@@H](C)CN([C@@H](C)CO)S(=O)(=O)c1cccc(Cl)c1
[39] CN1CCN(C(=O)[C@H]2[C@H](CO)[C@H]3Cn4c(ccc(/C=C/c5ccccc5)c4=O)[C@H]3N2CC2CC2)CC1
[40] COc1cccc(C(=O)Nc2ccc3c(c2)OC[C@H](C)N(C(C)=O)C[C@H](C)[C@H](OC)CN(C)C3=O)c1

assay / entry,33,34,35,36,37,38,39,40
C diff growth,3,-4,0,/,-1,/,-2,/
T cruzi growth,/,/,-23,24,-2,85,-24,16
Pf Dd2 growth,18,42,/,25,-19,-35,/,-12
KDM4C inh,-0.4,1.6,-0.3,-0.5,-0.9,-1.0,-1.2,1.5

[41] C[C@H](CO)N1C[C@H](C)[C@H](CN(C)C(=O)c2cccnc2)Oc2cc(/C=C/c3ccccc3)ccc2S1(=O)=O
[42] O=C(Nc1ccccc1)N1C[C@@H]2[C@H](c3ccccc31)[C@H](CO)N2Cc1cocn1
[43] O=C(N[C@@H]1CC[C@@H](CCNC(=O)C2CCCCC2)O[C@H]1CO)c1ccccn1
[44] C[C@H]1CN([C@@H](C)CO)C(=O)c2cc(-c3ccc(C#N)cc3)cnc2O[C@@H]1CN(C)C(=O)CN(C)C
[45] C[C@H](CO)N1C[C@H](C)[C@@H](CN(C)C(=O)NC2CCCCC2)Oc2ccc(NS(=O)(=O)c3cccs3)cc2C1=O
[46] CN1C(=O)c2cc(NC(=O)C3CCC3)ccc2OC[C@H]2O[C@H](CC(=O)NCC3CCCCC3)CC[C@H]21
[47] COc1ccc(S(=O)(=O)N(C)C[C@H]2Oc3ccc(NC(=O)CCC(F)(F)F)cc3CC(=O)N([C@@H](C)CO)C[C@@H]2C)cc1
[48] COc1ccc(CN(C)C[C@@H]2Oc3c(NS(=O)(=O)c4ccccc4)cccc3C(=O)N([C@H](C)CO)C[C@H]2C)cc1

assay / entry,41,42,43,44,45,46,47,48
C diff growth,2,10,/,-1,-3,-5,6,-3
T cruzi growth,-20,34,29,26,28,/,/,1
Pf Dd2 growth,11,6,-13,31,5,-23,5,8
KDM4C inh,0.6,1.0,1.3,19,-0.8,0.0,-0.3,-1.6

[49] COc1ccc(S(=O)(=O)N(C)C[C@@H]2Oc3ncc(-c4cc5ccccc5o4)cc3C(=O)N([C@H](C)CO)C[C@@H]2C)cc1
[50] O=C(C[C@@H]1CC[C@H]2NC[C@@H](O)COC[C@@H]2O1)NCc1ccc(Oc2ccccc2)cc1
[51] C[C@H]1CN([C@@H](C)CO)C(=O)c2cccc(NS(=O)(=O)c3ccc(Cl)cc3)c2O[C@H]1CN(C)Cc1ccccc1
[52] COCCNC(=O)C[C@@H]1CC[C@H](NC(=O)NC2CCCC2)[C@@H](CO)O1
[53] COc1cccc(-c2cnc3c(c2)C(=O)N([C@H](C)CO)C[C@H](C)[C@@H](CN(C)Cc2ccccc2)O3)c1
[54] COc1ccc(NC(=O)Nc2ccc3c(c2)C(=O)N([C@@H](C)CO)C[C@@H](C)[C@H](CN(C)C(=O)NC(C)C)OCCCC[C@H](C)O3)cc1
[55] COc1ccc(NC(=O)Nc2ccc3c(c2)CC(=O)N([C@@H](C)CO)C[C@H](C)[C@@H](CN(C)Cc2ccc(C(F)(F)F)cc2)O3)cc1
[56] COc1ccc(CN(C)C[C@H]2Oc3c(NC(=O)Nc4ccc5c(c4)OCO5)cccc3C(=O)N([C@H](C)CO)C[C@H]2C)cc1

assay / entry,49,50,51,52,53,54,55,56
C diff growth,5,17&-6,1,-1,1,4,33,-2
T cruzi growth,81,-66,42,/,48,19,76,11
Pf Dd2 growth,-86*,1,21,0,-21,-2,-7,-26
KDM4C inh,/,2.6,0.4,-1.8,1.6,-0.2,1.4,-1.1

[57] O=C(C[C@@H]1C[C@H]2c3cc(NC(=O)c4ccc5c(c4)OCO5)ccc3O[C@H]2[C@H](CO)O1)NC1CCCCC1
[58] C[C@@H]1CN([C@H](C)CO)C(=O)Cc2cc(NC(=O)CCCCCC(=O)Nc3ccccc3N)ccc2O[C@H]1CN(C)C(=O)Nc1ccc(F)cc1
[59] CCCc1cn(CC[C@H]2CC[C@@H](NS(=O)(=O)c3ccccc3Cl)[C@H](CO)O2)nn1
[60] N[C@@H]1CC[C@@H](CCn2cc(C3CCCCC3)nn2)O[C@H]1CO
[61] Cc1cc(C(=O)Nc2cccc3c2O[C@H](CN(C)Cc2ccccc2)[C@@H](C)CN([C@H](C)CO)C3=O)n(C)n1
[62] C[C@H](CO)N1C[C@H](C)[C@H](CN(C)C(=O)C2CCC2)Oc2ncc(C#CC3CCCC3)cc2C1=O
[63] CO[C@H]1CN(C)C(=O)c2cc(NC(=O)C3CCCCC3)ccc2OC[C@@H](C)N(C(=O)c2ccccc2)C[C@@H]1C
[64] O=C(Nc1ccccc1)Nc1ccc2c(c1)[C@H]1C[C@H](CC(=O)N3CCCCC3)O[C@@H](CO)[C@H]1O2

assay / entry,57,58,59,60,61,62,63,64
C diff growth,/,25,6,1,3,0,2,-3
T cruzi growth,16,-32,5,-32,28,47,37,/
Pf Dd2 growth,-4,16,-3,-23,-4,-14,-18,-20
KDM4C inh,0.2,0.7,0.0,-2.0,1.9,-1.3,-0.8,-4.0

# Full records from above. Order of screens: C diff growth | T cruzi growth | Pf Dd2 growth | KDM4C inh
# Listed for C[C@H](CO)N1C[C@H](C)[C@H](CN(C)C(=O)C2CCC2)Oc2ncc(C#CC3CCCC3)cc2C1=O → 0 | 47 | -14 | -1.3
# Listed for Cc1cc(C(=O)Nc2cccc3c2O[C@H](CN(C)Cc2ccccc2)[C@@H](C)CN([C@H](C)CO)C3=O)n(C)n1 → 3 | 28 | -4 | 1.9
# Listed for O=C(C[C@@H]1C[C@H]2c3cc(NC(=O)c4ccc5c(c4)OCO5)ccc3O[C@H]2[C@H](CO)O1)NC1CCCCC1 → / | 16 | -4 | 0.2

# An unsorted share of the library; overall some 7% were active at least once.
